Screens: PubChem BioAssay, Johns Hopkins Ion Channel Center
TRPC4 block: TRPC4 (mouse) channel inhibition | HEK293 TRPC4beta/mu-opioid, DAMGO-evoked Fluo4 calcium flux; stronger effect = lower value | B-score at 10 µM | 300,000 compounds, 0.39% hits;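 active means B-score over 3 SD under the library average, no early fluorescence shift, positive overall ratio signal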
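Assay system: TRPC4beta/mu-opioid receptor HEK293 cell line; compound dosing: single concentration per test compound; detection: Fluo4 Ca2+ flux fluorescence; evaluation: per-well B score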
ANO1 block: mouse TMEM16A channel inhibition, primary screen; normalized B-score (activity score, 25-100; higher = stronger inhibition) at 10 µM; Q8BHY3; HEK293 TMEM16A/YFP iodide influx fluorescence, ionomycin; 310,000 compounds, 1.2% hits;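 active means ratio plate-corrected score three or more library SD toward inhibition, starting fluorescence score within five deviations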;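 further: score derived from kinetic fluorescence span divided by baseline fluorescence per well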
Target sequence (Q8BHY3 whole entry, looked up): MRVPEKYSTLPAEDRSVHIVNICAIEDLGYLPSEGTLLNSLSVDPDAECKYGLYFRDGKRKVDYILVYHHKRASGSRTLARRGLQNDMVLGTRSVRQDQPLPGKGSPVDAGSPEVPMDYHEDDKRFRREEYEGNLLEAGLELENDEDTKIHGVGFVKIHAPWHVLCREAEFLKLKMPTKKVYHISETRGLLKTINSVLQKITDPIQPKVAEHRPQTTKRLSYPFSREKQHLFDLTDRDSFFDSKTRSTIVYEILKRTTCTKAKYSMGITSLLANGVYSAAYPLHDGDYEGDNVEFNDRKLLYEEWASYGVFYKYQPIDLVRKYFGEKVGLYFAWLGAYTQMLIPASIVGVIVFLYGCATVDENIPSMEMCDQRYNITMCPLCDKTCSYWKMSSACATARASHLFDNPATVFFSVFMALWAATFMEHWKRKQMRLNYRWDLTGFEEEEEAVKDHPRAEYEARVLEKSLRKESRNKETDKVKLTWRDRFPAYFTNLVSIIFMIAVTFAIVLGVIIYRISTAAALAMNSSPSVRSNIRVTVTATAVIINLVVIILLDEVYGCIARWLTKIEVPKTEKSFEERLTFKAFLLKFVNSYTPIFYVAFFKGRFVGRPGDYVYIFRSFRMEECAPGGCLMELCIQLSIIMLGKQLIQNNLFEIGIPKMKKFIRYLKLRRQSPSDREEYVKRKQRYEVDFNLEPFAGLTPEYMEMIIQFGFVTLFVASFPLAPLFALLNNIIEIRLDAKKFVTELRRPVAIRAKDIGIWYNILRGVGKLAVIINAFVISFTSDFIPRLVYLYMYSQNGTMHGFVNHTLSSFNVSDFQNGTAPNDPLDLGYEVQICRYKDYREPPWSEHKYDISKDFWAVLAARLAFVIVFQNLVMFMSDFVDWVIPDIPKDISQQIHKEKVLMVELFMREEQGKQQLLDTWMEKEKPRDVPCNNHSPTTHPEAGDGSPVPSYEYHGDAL
MrgX1 ag: activates human MrgX1 receptor signaling; MrgX1-HEK293 cells, Fluo-4 calcium fluorescence, agonist mode; stronger effect = higher value; B-score at 10 µM; 310,000 compounds, 0.44% hits;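 active means calcium response B-score plate-corrected fluorescence ratio at least 3 library SD, with starting fluorescence B-score inside 5 SD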
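Assay system: MrgX1-expressing HEK293 cells / Amount: fifteen thousand cells per well / Doses: test compound in the initial addition of three / Timing: cells plated overnight, dye loaded 0.5 h 37 °C, 0.5 h room temperature / Technique: kinetic calcium dye fluorescence, Fluo-4 NW / Control set: positive and negative controls per plate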
MrgX1 antag: blocks BAM8-22 activation of human MrgX1 receptor; Q96LB2; MRGX1-HEK293 calcium flux, Fluo-4, BAM8-22 antagonism; stronger effect = lower value; B-score at 10 µM; 310,000 compounds, 1.3% hits; AID 588676;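 active means calcium-response B-score plate-corrected more than 3 library SD below zero, starting fluorescence within 5 deviations, no agonist response on first addition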;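 further: peak minus trough fluorescence over baseline after final BAM8-22 challenge near maximal dose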
TRPC6 inh: mouse TRPC6 channel inhibition; HEK293-TRPC6, membrane potential dye, ACh-evoked depolarization; stronger effect = lower value; 310,000 compounds, 1.1% hits; AID 2553; B-score at 10 µM;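 active means B-score under library mean minus 3 SD, initial fluorescence not abnormally high, positive integrated signal ratio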;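 further: B-score derived from integrated fluorescence ratio over the kinetic read; more negative B-score means stronger inhibition of depolarization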
TRPC4 PAM: allosteric potentiators of mouse TRPC4 channel | HEK293 TRPC4beta/mu-opioid, DAMGO EC20, Fluo-4 Ca2+ flux; stronger effect = higher value | B-score at 10 µM | Q9QUQ5 | 310,000 compounds, 0.42% hits;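 active means B-score of calcium response area above 5 SD of library B-scores, with initial fluorescence ratio within 5 SD of library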;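 further: B-score of integrated fluorescence ratio over time as area under calcium response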
TRPC4 act: opens the mouse TRPC4 cation channel; Q9QUQ5; AID 2237; HEK293 TRPC4beta/mu-opioid, Fluo4 calcium fluorescence; stronger effect = higher value; B-score at 10 µM; 310,000 compounds, 0.49% hits;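 active means B-score above 5 SD of library B-scores, and initial fluorescence ratio not above library mean plus 5 SD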;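 further: positive B-score marks a calcium rise read as TRPC4 activation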
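Assay system: HEK293 stable line with TRPC4beta plus mu-opioid receptor. Times: dye 45 min RT, read 110 s. Measured by: kinetic Fluo4 calcium fluorescence. Measure: B score of integrated ratio. Controls: assay buffer as low control, maximal DAMGO as high control.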
TRPC6 act: activators of mouse TRPC6 channel | 310,000 compounds, 0.13% hits | HEK293-TRPC6 membrane potential dye fluorescence; stronger effect = higher value | Q61143 | B-score at 10 µM;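 active means B-score of the integrated fluorescence ratio above library mean plus 3 SD, and starting fluorescence ratio within library mean plus 5 SD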;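 further: higher score means more depolarization so channel activation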
TMEM16A act: mouse TMEM16A channel activation, primary screen. Q8BHY3. HEK293 TMEM16A/YFP-H148Q/I152L, iodide quench fluorescence; stronger effect = lower value. B-score at 10 µM. 340,000 compounds, 0.3% hits. AID 623877;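 active means fluorescence-ratio B-score plate-corrected deviation score at least 3 library SD below zero, with starting fluorescence score within 5 deviations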;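 further: channel opened by trigger with iodide after compound preincubation; score built on the fluorescence ratio of max minus min over baseline; more negative score means more quench and so TMEM16A activation or potentiation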
RGS4 block: inhibitors of human RGS4 | P49798 | HEK293 M3R/RGS4 inducible, Fluo-4 calcium flux; stronger effect = higher value; triggered by carbachol at its EC20 | B-score at 10 µM | 310,000 compounds, 0.45% hits | AID 463165;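 active means B-score, a plate-corrected calcium signal, over three deviations above library mean, with baseline fluorescence within five deviations of library mean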;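 further: RGS4 expression induced by doxycycline in cells with stable M3 receptor; B-score is computed from the integrated fluorescence ratio over baseline after carbachol; higher B-score means a larger calcium signal and so more RGS4 inhibition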
MrgX1 allo act: allosterically activates human MrgX1 receptor signaling; MrgX1-HEK293, Fluo-4 calcium flux, FDSS; stronger effect = higher value; 310,000 compounds, 0.63% hits; Q96LB2; B-score at 10 µM; AID 588675;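 active means plate-corrected calcium response at least 3 library SD above typical, normal starting fluorescence, not activating the receptor alone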;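 further: compound read alongside a low EC10 to EC30 dose of BAM8-22 agonist; peak minus trough fluorescence over baseline measured at the second addition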
* marks the source's active call; other numbers are inactive results; i = inactive; . = no result given.

SMILES	TRPC4 block	ANO1 block	MrgX1 ag	MrgX1 antag	TRPC6 inh	TRPC4 PAM	TRPC4 act	TRPC6 act	TMEM16A act	RGS4 block	MrgX1 allo act
COCCCNC(=O)Cn1nc(-c2cccc(OC)c2)ccc1=O	i	i	i	i	i	i	i	i	i	i	i
CCc1nccn1S(=O)(=O)c1cc(OC)c(Cl)cc1OC	i	i	i	i	i	i	i	i	i	i	i
COc1cc(C2Nc3cc(C)c(C)cc3NC3=C2C(=O)CC(C)(C)C3)ccc1OC(C)=O (stereo not given)	i	i	i	i	i	i	i	i	i	i	i
COc1ccc(S(=O)(=O)Nc2ccccc2C(N)=O)cc1OC	i	i	i	i	i	i	i	i	i	i	i
COc1ccc(OC)c(N(CC(=O)N2CCN(Cc3ccccc3)CC2)S(C)(=O)=O)c1	i	i	i	i	i	i	i	i	i	i	i
CCN(CC)c1ccc(/C=C/c2cc(-c3ccccc3)c3ccccc3n2)cc1	i	i	i	-15*	i	i	i	i	i	i	i
COc1ccc(NC(=O)CC2C(=O)N(C)C(=S)N2Cc2ccco2)cc1 (stereo not given)	i	i	i	i	i	i	i	i	i	i	i
O=S(=O)(Nc1nc2ccccc2nc1NCC1CCCO1)c1ccccc1 (stereo not given)	i	i	i	i	i	i	i	i	i	i	i
CC(=O)Nc1c(O)c2ccccc2[nH]c1=O	i	i	i	i	i	i	i	i	i	i	i
CC(=O)c1cn(CC(=O)NCC2CCCO2)c2ccccc12 (stereo not given)	i	i	i	i	i	i	i	i	-4.8*	i	i
O=C(Nc1cc2c3c(c1)CC(=O)N3CCC2)c1ccccc1C(F)(F)F	i	i	i	i	i	i	i	i	i	i	i
COc1cccc(C(=O)Nc2ccncc2)c1OC	i	i	i	i	i	i	i	i	i	i	i
CC1CCc2[nH]c3ccc(C(=O)N4CCCC(C(F)(F)F)C4)cc3c2C1 (stereo not given)	i	i	i	-4.6*	i	i	i	i	i	i	i
Cc1cccc(C)c1NC(=O)C(c1ccccc1)N1CCOCC1 (stereo not given)	i	i	i	i	i	i	i	i	i	i	i
O=C(NCC(=O)N(c1ccc(F)cc1)C(C(=O)NC1CCCC1)c1cccnc1)c1cccs1 (stereo not given)	i	i	i	i	i	i	i	i	i	i	i
NC(=O)CCCc1nc(-c2ccccc2)no1	i	i	i	i	i	i	i	i	i	i	i
CCc1nnc(NC(=O)c2cc(S(=O)(=O)N3CCOCC3)ccc2N2CCCCC2)s1	i	.	.	.	i	i	i	i	i	i	.
CCOc1cc(-c2cc(-c3ccc(OC)cc3)nc(N)c2C#N)ccc1O	i	i	i	i	i	i	i	i	i	i	i
COC(=O)c1cc(Cl)c(NC(=O)Cc2ccccc2)cc1OC	i	i	i	i	i	i	i	i	i	i	i
Cc1ccc(NC(=S)N/N=C/c2ccc(Cl)c([N+](=O)[O-])c2)cc1	i	i	i	i	i	i	i	i	i	i	i
Cc1nccn1CCC1CCCCN1C(=O)CCc1nnc(-c2ccsc2)o1 (stereo not given)	i	i	i	-4.9*	i	i	i	i	i	i	i
CS(=O)(=O)N(CC(=O)NCc1ccccc1Cl)C1CCCCC1	i	i	i	i	-6.5*	i	i	i	i	i	i
Cc1ccc(N=Cc2sc(O)c3ccccc23)c(C)c1	i	i	i	i	i	i	i	i	i	i	i
COC(=O)c1ccc(NC(=S)N2CCN(Cc3ccc(Cl)cc3)CC2)cc1	i	i	i	i	i	i	i	i	i	i	i
CC(C)=CCCC(C)CN1CCC(O)CC1 (stereo not given)	i	i	i	i	i	i	i	i	i	i	i
CCOC(=O)N1CCC(NC(=O)Cc2ccccc2)CC1	i	i	i	i	i	i	i	i	i	i	i
O=[N+]([O-])c1ccc(OCCn2cnc3ccccc32)cc1	i	i	i	i	i	i	i	i	i	i	i
O=C(Nc1ccccc1)N1CCc2ccccc21	i	i	i	i	i	i	i	i	i	i	i
COc1cccc(CNC(=O)C2CCN(S(=O)(=O)c3c(C)nn(C)c3C)CC2)c1	i	i	i	i	i	i	i	i	i	i	i
Cc1ccc(C(=O)Nc2cccc(C(=O)O)c2)cc1	i	i	i	i	i	i	i	i	.	i	i
CNC(=O)c1ccc(-c2ccc(OC)cc2)s1	i	i	i	i	i	i	i	i	i	i	i
Cc1ccc(-c2csc(Cc3nc(-c4cc5ccccc5oc4=O)cs3)n2)cc1	i	i	i	i	i	i	i	i	i	i	i
Cc1cccc(C)c1NC(=O)CSc1nnc(-c2ccco2)n1N	i	i	i	i	i	i	i	i	i	i	i
O=C(NCc1ccccc1)c1ccc(S(=O)(=O)Nc2cccc(C(F)(F)F)c2)cc1	i	i	i	i	i	17*	i	i	i	i	i
COc1ccc(CCn2c(C)cc(C(=O)CSc3nnnn3-c3ccccc3)c2C)cc1OC	i	i	i	i	i	i	i	i	i	i	i
CCC(=O)NC1(C(F)(F)F)C(=O)Nc2c1c(=O)[nH]c(=O)n2CC(C)C (stereo not given)	i	i	i	i	i	i	i	i	i	i	i
CCOC(=O)c1ccc(CN(Cc2ccc(C)cc2)S(=O)(=O)c2cccc([N+](=O)[O-])c2)cc1	i	i	i	i	i	i	i	i	i	i	i
O=C(NCCc1ccccc1)c1ccccc1NS(=O)(=O)N1CCCC1	i	i	i	i	i	i	i	i	i	i	i
CCN(CC)C(=O)N1CCN(Cc2ccc3c(c2)OCO3)CC1	i	i	i	i	i	i	i	i	i	i	i
O=C(O)c1ccc(/C=N/NC(=O)c2cc(-c3cccs3)nc3ccccc23)cc1	i	i	i	i	i	i	i	i	i	i	i
Cc1nc2nc[nH]n2c(=O)c1NS(=O)(=O)c1ccc(F)cc1	i	i	i	i	i	i	i	i	i	i	i
CC(C)(C)S(=O)(=O)/C(C#N)=N/Nc1ccc(S(C)(=O)=O)cc1	i	i	i	i	i	i	i	i	i	i	i
Cc1ccc(C2CC(C(F)F)n3ncc(C(=O)Nc4cnn(Cc5ccccc5C)c4)c3N2)cc1 (stereo not given)	i	i	i	i	i	i	i	i	i	i	i
Cc1cc(/C=N/NC(=O)c2ccsc2)c(C)n1-c1cnccn1	i	i	i	i	i	i	i	i	i	i	i
COc1ccc2nc(NC(=O)C(NS(=O)(=O)c3cccc4nsnc34)C(C)C)sc2c1 (stereo not given)	.	i	i	i	.	.	.	.	i	.	i
Cc1onc(-c2c(F)cccc2Cl)c1C(=O)N1C=CC(C(F)(F)F)=NCC1	i	i	i	i	i	i	i	i	i	i	i
CC1(C)CC(=O)C2(CC3=C(CC(C)(C)CC3=O)O2)C(=O)C1	i	i	i	i	i	i	i	i	i	i	i
O=C(Nc1ccc2c(c1)OCO2)C1CCN(C(=O)c2ccc(Br)cc2)CC1	i	i	i	i	i	i	i	i	i	i	i
CC(=O)Nc1ccc(C(=O)NCCCOC(C)C)cc1	i	i	i	i	i	i	i	i	i	i	i
Cc1ccc(C(C(=O)NC(C)(C)C)N(C(=O)CCC(=O)Nc2ccccn2)c2ccccc2F)cc1 (stereo not given)	-8*	i	i	i	i	i	i	i	i	i	i

An excerpt from above in order of number of heavy atoms, falling.
SMILES	TRPC4 block	ANO1 block	MrgX1 ag	MrgX1 antag	TRPC6 inh	TRPC4 PAM	TRPC4 act	TRPC6 act	TMEM16A act	RGS4 block	MrgX1 allo act
CCC(=O)NC1(C(F)(F)F)C(=O)Nc2c1c(=O)[nH]c(=O)n2CC(C)C (stereo not given)	i	i	i	i	i	i	i	i	i	i	i
Cc1ccc(NC(=S)N/N=C/c2ccc(Cl)c([N+](=O)[O-])c2)cc1	i	i	i	i	i	i	i	i	i	i	i
CC(C)=CCCC(C)CN1CCC(O)CC1 (stereo not given)	i	i	i	i	i	i	i	i	i	i	i

(further entries)
SMILES	TRPC4 block	ANO1 block	MrgX1 ag	MrgX1 antag	TRPC6 inh	TRPC4 PAM	TRPC4 act	TRPC6 act	TMEM16A act	RGS4 block	MrgX1 allo act
CC(C)(C)c1ccc(C(=O)NCC(=O)OCC(=O)Nc2ccc3c(c2)OCCO3)cc1	i	i	i	i	i	i	i	i	i	i	i
Cc1nnc(SCC(=O)N(C2CCCCC2)C2CCS(=O)(=O)C2)n1N (stereo not given)	i	i	i	i	i	i	i	i	i	i	i
O=C(N[C@H](C(=O)O)c1ccccc1)C1CCC(Cn2cnc3ccccc3c2=O)CC1 (stereo not given in full)	i	i	i	i	i	i	i	i	i	i	i
Cn1c(O)c(N=NC(=O)C2COc3ccccc3O2)c2ccccc21 (stereo not given)	i	i	i	i	i	i	i	i	i	i	i
COc1ccc(-c2ccc(=O)n(Cc3cccc([N+](=O)[O-])c3)n2)cc1	i	i	i	i	i	i	i	i	i	i	i
c1ccc(OCCSc2ncnc3nc[nH]c23)cc1	i	i	i	i	i	i	i	i	i	i	i
C#CCOCCOCCOCCNc1nc(N2CCN(C(=O)[C@H](CCC(=O)O)n3cc(C(N)CC(C)C)nn3)CC2)nc(N2CCN(C(=O)[C@H](CCC(=O)O)n3cc(C(N)CC(C)C)nn3)CC2)n1 (stereo not given in full)	i	i	i	i	i	i	i	i	i	i	i
Cc1cccc(C)c1Nc1nnc(SCC(=O)NC(=O)c2cccn2C)s1	i	i	i	i	i	i	i	i	i	i	i
Cc1ccccc1Nc1nnc(SCC(=O)N(C)C2CCS(=O)(=O)C2)s1 (stereo not given)	i	i	i	i	i	i	i	i	i	i	i
CC[C@H](C)[C@@H](C(=O)NCCCCCCCCCCC(=O)N1CCNCC1)n1cc(CCCCCN)nn1	.	i	i	i	.	.	.	.	i	.	i
CC1CCC(NC(=O)COC(=O)CCC(=O)c2ccc(Cl)s2)CC1 (stereo not given)	i	i	i	i	i	i	i	i	i	i	i
O=C(C1CCCCC1)N(Cc1ccccc1)c1ccccn1	i	i	i	i	i	i	i	i	i	i	i
CCC/C(=N/Nc1ccc(Cl)cc1)c1cnnc(-c2ccccc2)n1	i	i	i	i	i	i	i	i	.	i	i
CSc1nc2ncc(C#N)cn2n1	i	i	i	i	i	i	i	i	i	i	i
COc1ccc(C)cc1NC(=O)c1ccc(NS(=O)(=O)c2cccs2)cc1	i	i	i	i	i	i	i	i	i	i	i
